Bioassay records: PubChem, Broad Institute
PAX8 inh HTS – PAX8 transcriptional activity inhibition; RMG-I TPO-luciferase reporter, SteadyGlo, 24 h; inhibition, % at 12.6 µM; hit rate 1.2% among 360,000;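 active = mean replicate inhibition at least 60% with every replicate also reaching 60%; inconclusive = only one of the two criteria is met; inactive = mean below 60% and not all replicates reaching 60%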;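 also: luciferase light reporting Pax8 driven TPO promoter activity; plate controls were median of neutral control wells for no effect and mitoxantrone controls for full effect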
miR122 inh – inhibitors of miR-122 in Huh7 cells. Huh7 miR-122 Renilla luciferase sensor, 48 h; neutral wells = 0, positive control = 100. activation (reporter increase), % at 12.5 µM. hit rate 0.3% among 340,000;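 active = mean replicate activation score at least 90 and every replicate individually at or above 90; inconclusive = only one of the two criteria met; inactive = neither criterion met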;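 also: higher luciferase means less miR-122 activity so hits act as miR-122 inhibitors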
FN deposit inh – fibronectin deposition inhibition; inhibition, % at 12.6 µM; AID 743247; hit rate 0.086% among 350,000; AH1F fibroblasts, Alexa488-fibronectin deposition fluorescence, overnight;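 active = mean inhibition across replicates of 30% or more, regardless of how many single replicates reach that level; inconclusive = mean under 30% yet at least half of replicates reach 30%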;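 also: positive control wells lacked labelled fibronectin entirely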
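Assay system: AH1F fibroblasts / Quantity: 10000 cells per well / Medium: DMEM plus 2% serum, read in PBS / Reagent: labelled fibronectin 24 nM / Dosing: single dose, pinned / Times: 1 h cell attachment, overnight exposure to compound and label / Signal: fluorescence, ex 485 nm, em 525 nm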
CFTR F508del cor – correctors of CFTR F508del function in bronchial epithelial cells; AID 720511; CFBE cells, YFP halide quenching; stimulated with forskolin plus potentiator P3; % fluorescence drop versus neutral controls; hit rate 0.36% among 350,000; activity (quench increase), % at 7.58 µM;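 active = mean added fluorescence quench of at least 8% versus neutral control, with both replicates also reaching 8%; inconclusive = only one of the mean or replicate conditions met; inactive = mean below 8% and not both replicates reaching 8%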;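 also: cells transiently co-express mutant CFTR-F508del with the halide-sensitive YFP; corrector assay measuring rescue of mutant channel to the surface after 24 h compound exposure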
DENV2 CPE rescue – protects cells from dengue virus 2 cytopathic effect; DENV2-infected cells, cytopathic effect rescue, plate reader; CPE inhibition, % at 9.99 µM; hit rate 1.7% among 350,000; in the data active = CPE inhibition above about 20%, passing the limit was not always enough; inconclusive = no clear call, values can overlap the other calls; tested in BHK-21 cells;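 also: 0% = median of neutral control wells and 100% = median of positive control wells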
EWS-Fli inh – inhibitors of EWS/Fli oncoprotein transcriptional activity; A673 NR0B1-luciferase reporter, viability-normalised; inhibition, % at 12.6 µM; hit rate 0.67% among 350,000; AID 651661;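 active = mean inhibition of at least 50% after viability correction, with every replicate also passing that limit; inconclusive = mean reaches 50% but only one of two replicates passes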;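 also: firefly luciferase signal divided by Alamar Blue viability fluorescence both relative to DMSO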
GSIS activator – primary screen for activators of insulin secretion dependent on glucose, INS-1E cells, GLuc reporter luminescence; INS-1E GLuc reporter insulin secretion, 2-3 h; activation, % at 16.6 µM; hit rate 0.61% among 370,000; AID 743287;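 active = lowest replicate activation of at least 40%, so every replicate reaches that level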;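 also: 0% = median of neutral control wells and 100% = median of IBMX positive control wells; some compounds called inactive have numbers as strong as hits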
Numbers without * were called inactive; ? = inconclusive; . = no result given; & = joins results of further samples; [ ] = remark or other dose.

SMILES	PAX8 inh HTS	miR122 inh	FN deposit inh	CFTR F508del cor	DENV2 CPE rescue	EWS-Fli inh	GSIS activator
Cc1cccc(C)c1-n1c(C)nn(-c2ncc(C(F)(F)F)cc2Cl)c1=O	8	-2	9	3.1	-6	6	-3
CN(C)C(=O)C[C@@H]1CC[C@H]2[C@H](COc3ccc(NC(=O)Nc4cccc(Cl)c4)cc3C(=O)N2C)O1	6	6[16.7 µM]	22	1.6	-4	-6	-29
COc1ccc(CCNC(=O)C(=O)Nc2ccc3c(c2)OCCO3)cc1OC	-13	.	.	-2.7	-4	-8	-7
CCOc1ccc(S(=O)(=O)n2cnc3ccccc32)cc1	-7	-4	-5	-1.0	4	2	-17
O=[N+]([O-])c1ccc(OCC(O)CNCCNc2nccc(C(F)(F)F)n2)cc1 (centres undefined)	19	0	-5	0.5	6	2	-44
COc1ccc2[nH]cc(CCNS(=O)(=O)c3ccc(F)cc3)c2c1	-57	9	.	-2.4	2	13	-1
CCO/N=C/C(=O)Nc1ccc(F)cc1F	6	-14	2	2.9	0	3	-8
Cc1cc(C)c2nc(N3CCOCC3)c(C#N)cc2c1	-3	-5	0	-1.2	13	5	10
Cn1cc(CN2CCC(n3nccc3NC(=O)c3ccccc3Cl)CC2)cn1	2	-7	6	-0.3	16	.	24
COc1ccc2oc(C(=O)OCC(=O)NCCc3ccc(S(N)(=O)=O)cc3)c(C)c2c1	0	-2	0	3.6	-1	1	-4
Cn1nnnc1SC(C(=O)Nc1cccc(C(F)(F)F)c1)c1ccccc1 (centres undefined)	-13	11	-4	1.9	-14	-13	-8
CSC1=NCCN1C(=O)c1cccs1	-31	.	-16	-0.5	-9	-8	6
N#C[C@@H]1[C@@H](c2ccc(-c3cncnc3)cc2)[C@H](CO)N1C(=O)C1CCOCC1	-9	.	4	-5.4	-6	-13	7
O=C(C[C@H]1CC[C@@H]2[C@H](COC[C@H](O)CN2Cc2ccc(Oc3ccccc3)cc2)O1)Nc1nccs1	18	-12[16.7 µM]	1	3.9	-2	5	-1
O=C(C[C@H]1C/C=C\C[C@H](Cc2ccc(F)cc2)C(=O)O[C@@H](c2ccccc2)CNC1=O)NCCO	-8	-7	-7	0.1	.	-5	2
CC(C)NC(=O)Nc1ccc2c(c1)C(=O)N([C@@H](C)CO)C[C@@H](C)[C@@H](CN(C)C(=O)C1CCCCC1)OCCCC[C@@H](C)O2	5	-8[16.7 µM]	3	1.7	5	3	-7
COc1ccc(-n2c(Cn3c(=O)sc4ccccc43)nnc2SCC(=O)N2CCCCC2)cc1	8	4	-2	-4.3	-2	-15	-8
CN(CC(=O)Nc1ccc(F)cc1)C(=O)c1ccccc1OCc1ccc(F)cc1	10	8	2	-0.3	-9	2	-44
C[C@@H]1CCCCO[C@H](CN(C)C(=O)Nc2ccc3c(c2)OCO3)[C@@H](C)CN([C@@H](C)CO)C(=O)c2cc(NS(=O)(=O)c3ccc(F)cc3)ccc2O1	2	0[16.7 µM]	-13	-5.3	15	-11	-11
CCOC(=O)CCNC(=O)N1CCCC(Cc2ccccc2)(C(=O)OCC)C1 (centres undefined)	0	1	2	0.0	-4	-6	-15
CCN(CC)C(=O)CNC(=O)c1nn(-c2ccc(OC)c(Cl)c2)c(=O)c2ccccc12	-7	-9	.	-1.3	-7	5	-12
CCOC(=O)c1cnc(-n2nc(C)cc2C)nc1NNc1cc(C)nc(-c2ccccc2)n1	22	-28	-11	0.4	-1	18	-3
COc1ccc(NC(=O)N(C)C[C@@H]2Oc3ccc(NS(=O)(=O)c4ccc(OC)cc4)cc3C(=O)N([C@H](C)CO)C[C@H]2C)cc1	-3	1[16.7 µM]	.	-1.2	?	3	20
C[C@H]1CN([C@@H](C)CO)C(=O)c2cccc(NC(=O)CCCCCC(=O)Nc3ccccc3N)c2O[C@@H]1CN(C)Cc1ccc2c(c1)OCO2	.	32[16.7 µM]	.	0.1	-6	57*	-19
COc1cccc(NC2=CC(=O)CC(C)(C)C2)c1	.	-4	.	-1.0	-5	-2	-6
Cc1c(NC(=O)[C@@H](NC(=O)c2ccc(Cl)c([N+](=O)[O-])c2)C(C)C)c(=O)n(-c2ccccc2)n1C	27	.	-6	-1.3	-4	14	.
O=C(NC1=NCCS1)c1ccccc1Cl	-30	1	3	-1.5	-7	1	2
C#CCN1C(=O)C(O)(c2c(C)[nH]c3ccccc23)c2ccccc21 (centres undefined)	16	-8	-2	-0.7	-2	44	-2
CCCNC(=O)C[C@@H]1CC[C@@H]2[C@H](COc3ccc(NC(=O)COC)cc3C(=O)N2C)O1	-14	25[16.7 µM]	-2	-1.0	?	5	5
C[C@@H]1CN([C@H](C)CO)C(=O)c2cc(NC(=O)NC3CCCCC3)ccc2O[C@@H](C)CCCCO[C@H]1CN(C)Cc1ccc2c(c1)OCO2	0	-8[16.7 µM]	.	-0.8	63*	9	-30
CCn1cc(C(=O)O)c(=O)c2cc(F)c(N3CCN(C)CC3)cc21	.	-4	.	-0.8	28*	-1	9
C[C@H]1CN([C@@H](C)CO)C(=O)c2cccc(NS(=O)(=O)c3cccs3)c2O[C@@H]1CN(C)Cc1ccc(C(=O)O)cc1	.	2[16.7 µM]	.	0.9	-1	-2	-2
COc1ccc(N2C(=O)C(CC(=O)Nc3ccccc3)N(Cc3ccccn3)C2=S)cc1 (centres undefined)	6	2	-5	0.8	3	10	-23
C[C@@H](NC(=O)C[C@H]1C=C[C@H](NC(=O)C2CCOCC2)[C@H](CO)O1)c1ccccc1	-3	.	.	-0.9	-5	-8	10
Cc1c(N(C)C(=O)c2ccco2)c(=O)n(-c2ccccc2)n1C	-4	0	4	.	.	.	.
Cc1ccc(S(=O)(=O)Nc2ccc3c(c2)C(=O)N([C@H](C)CO)C[C@H](C)[C@@H](CN(C)C(=O)Nc2ccc(F)cc2)OCCCC[C@@H](C)O3)cc1	-19	10[16.7 µM]	-8	-3.3	3	-1	-8
C[C@]12c3[nH]c4ccccc4c3CCN1C(=O)C(CC(=O)NCCCn1ccnc1)C[C@@H]2C(=O)N1CCCCC1 (some centres undefined)	8	.	4	0.0	-2	-11	4
CC(=Nc1ccccc1)C1=C(O)C(Cc2ccc(F)cc2)NC1=O (centres undefined)	-19	42	13	4.6	1	2	12
Cc1cc(S(=O)(=O)Nc2ccc3ccccc3c2)c(C)s1	.	540*	.	2.9	.	31	-31
N#C[C@H]1[C@H](c2ccc(C#Cc3cccc(F)c3)cc2)[C@@H](CO)N1C(=O)C1CCOCC1	23	.	9	2.1	0	30	2
CCC(=O)N1[C@H](CN(C)C(C)=O)[C@H](c2ccc(C3=CCCC3)cc2)[C@@H]1CO	.	.	.	-2.0	-2	.	12
C[C@@H]1CN([C@H](C)CO)C(=O)c2cccc(NC(=O)Nc3ccccc3)c2O[C@@H]1CN(C)S(=O)(=O)c1ccccc1	-12	-2[16.7 µM]	.	-1.0	-5	-1	3
CCN(CC)S(=O)(=O)c1ccc(NCC2COc3ccccc3O2)c([N+](=O)[O-])c1 (centres undefined)	-10	.	8	.	.	.	-1
CC(C)c1c(C(=O)N/N=C/c2ccccc2OCc2c(F)cccc2Cl)nnn1-c1nonc1N	14	-1	4	-1.4	-1	35	15
O=c1cc(CNC2CCCCC2)c2ccccc2[nH]1	34	-1	2	.	.	.	.
C[C@H](CO)N1C[C@H](C)[C@@H](CN(C)Cc2ccc(Oc3ccccc3)cc2)Oc2ccc(NC(=O)CCN3CCOCC3)cc2CC1=O	.	7[16.7 µM]	.	-1.9	.	11	-11
CCC(=O)N1C[C@@H](C)[C@@H](OC)CN(C)C(=O)c2ccc(NC(=O)Nc3cccc(F)c3)cc2OC[C@H]1C	.	6[16.7 µM]	-11	-0.4	1	1	-9
O=C1CN(Cc2ccc(F)cc2)C[C@H]2[C@@H](c3ccc(-c4ccccc4F)cc3)[C@H](CO)N12	15	.	.	-0.8	6	3	1
C[C@H](CO)N1C[C@H](C)[C@H](CN(C)C(=O)CN(C)C)Oc2cc(C#CCN(C)C)ccc2S1(=O)=O	0	-2[16.7 µM]	.	-1.5	-3	-1	16
Cc1cc(-c2ccc(C(C)C)c(S(=O)(=O)N3CCN(c4ccccn4)CC3)c2)on1	47	44	10	1.8	3	.	1
Cc1sc(NC(=O)CSc2nnc(CCNC(=O)c3cccs3)n2C)nc1-c1ccccc1	-18	4	5	.	.	.	.
O=C(c1ccc(S(=O)(=O)N2CCCCCC2)cc1)N1CCN(c2ccccc2)CC1	5	5	2	-3.7	3	.	6
O=C(Cc1ccc(-c2ccccc2)cc1)NCc1ccccc1	56	66	-23	.	.	.	15
CC(C)[N+](C)(CCOC(=O)C1c2ccccc2Oc2ccccc21)C(C)C	6	1	3&-8	-5.6	-1	3	.
COc1cccc2sc(Nc3nnc(-c4cccs4)o3)nc12	-31	14	8	.	.	.	.
OCC1OC(n2cnc3c(SCc4ccccc4)nc(F)nc32)C(O)C1O (centres undefined)	-9	3	2	-5.3	3	-9	-3
COc1ccc(C(=O)N/N=c2\oc3ccccc3cc2C(N)=O)cc1	8	.	2	.	-2	-2	15
COc1ccc(S(=O)(=O)N2CCN(Cc3ccc(OC)c(OC)c3)CC2)cc1	6	-8	2	6.1	5	20	0
Cc1cccc(C)c1OCC(=O)N/N=C/c1cc2c(cc1[N+](=O)[O-])OCO2	.	8	.	-2.6	5	4	1
C/C=C/c1ccc2c(c1)O[C@@H](CN(C)C(=O)NC1CCCC1)[C@@H](C)CN([C@H](C)CO)S2(=O)=O	-17	-1[16.7 µM]	3	.	2	-5	-8
Later entries:
SMILES	PAX8 inh HTS	miR122 inh	FN deposit inh	CFTR F508del cor	DENV2 CPE rescue	EWS-Fli inh	GSIS activator
CCOC(=O)c1ccc([N+](=O)[O-])c(CS(=O)(=O)c2ccc(Cl)cc2)c1	18	4	7	-0.2	7	3	-25
COc1cccc(N(C(=O)C2CSC(=O)C2)C(C(=O)NC(C)(C)C)c2ccncc2)c1 (centres undefined)	4	.	-3	-1.4	0	1	12
COc1ccc(NC(=O)c2nc[nH]c2C(=O)N[C@@H](C)C(=O)OC(C)(C)C)cc1	-6	-10	-5	2.9	.	-7	1
O=C(Nc1cccc(C(=O)Nc2ccccc2F)c1)c1ccccc1	-12	0	-1	-2.1	-1	-23	-8
C[C@@H]1CN([C@H](C)CO)S(=O)(=O)c2ccc(C3=CCCCC3)cc2O[C@H]1CN(C)C(=O)Cc1cccnc1	-3	1	3	-0.4&-2.6&-2.4	-9&17&-3	12&-4&3	-40&-18
CC1CCCCC1NS(=O)(=O)c1ccc(S(=O)(=O)N2CCN(CCC#N)CC2)cc1 (centres undefined)	-8	4	-1	-2.0	7	-3	-13
Cc1ccc(NC(=O)c2ccc(NCCCN3CCOCC3)c([N+](=O)[O-])c2)cc1Cl	6	.	14	.	.	.	-28
Cc1c(Cl)cc(-n2cnnn2)cc1[N+](=O)[O-]	19	.	-10	-0.2	16	4	-1
Cc1nc(N)c(C#N)c(-c2cccnc2)c1-c1ccccc1	-61	-1	1	-1.3	6	-12	41*

Some of the entries so far, bar-delimited.
SMILES | PAX8 inh HTS | miR122 inh | FN deposit inh | CFTR F508del cor | DENV2 CPE rescue | EWS-Fli inh | GSIS activator
Cc1ccc(NC(=O)c2ccc(NCCCN3CCOCC3)c([N+](=O)[O-])c2)cc1Cl | 6 | . | 14 | . | . | . | -28
COc1cccc(N(C(=O)C2CSC(=O)C2)C(C(=O)NC(C)(C)C)c2ccncc2)c1 (centres undefined) | 4 | . | -3 | -1.4 | 0 | 1 | 12
O=C(Nc1cccc(C(=O)Nc2ccccc2F)c1)c1ccccc1 | -12 | 0 | -1 | -2.1 | -1 | -23 | -8
COc1ccc(NC(=O)c2nc[nH]c2C(=O)N[C@@H](C)C(=O)OC(C)(C)C)cc1 | -6 | -10 | -5 | 2.9 | . | -7 | 1
